# High-throughput results: PubChem, Johns Hopkins Ion Channel Center
# Kir21 inh: inhibitors of mouse Kir2.1 inward-rectifier potassium channel; P35561; HEK293-Kir2.1, FluxOR thallium flux fluorescence; hits give low values; B-score at 10 µM; actives 0.85% (n = 310,000); AID 1672;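 active = fluorescence ratio B-score at or below minus 3 SD of library scores, with starting-brightness B-score within 2 SD, cut at about -4.2 in these data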;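 also: channel flux triggered by added potassium and thallium sulfate stimulus; B-score of peak minus minimum fluorescence over baseline after thallium stimulus; more negative B-score means stronger Kir2.1 block with less thallium influx; some compounds called inactive have numbers as strong as hits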
# KCNQ2 inh: KCNQ2 channel blockers in CHO-K1 cells – cell-based, FluxOR thallium flux, B-score, primary screen (AID 2156) | 20 min; hits give low values | actives 1.1% (n = 310,000) | B-score at 10 µM;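 active = fluorescence ratio B-score at most minus 3 library SDs, with starting brightness B-score within 2 library SDs, cut at about -5.5 in these data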
# Target sequence (O88943 whole entry, looked up): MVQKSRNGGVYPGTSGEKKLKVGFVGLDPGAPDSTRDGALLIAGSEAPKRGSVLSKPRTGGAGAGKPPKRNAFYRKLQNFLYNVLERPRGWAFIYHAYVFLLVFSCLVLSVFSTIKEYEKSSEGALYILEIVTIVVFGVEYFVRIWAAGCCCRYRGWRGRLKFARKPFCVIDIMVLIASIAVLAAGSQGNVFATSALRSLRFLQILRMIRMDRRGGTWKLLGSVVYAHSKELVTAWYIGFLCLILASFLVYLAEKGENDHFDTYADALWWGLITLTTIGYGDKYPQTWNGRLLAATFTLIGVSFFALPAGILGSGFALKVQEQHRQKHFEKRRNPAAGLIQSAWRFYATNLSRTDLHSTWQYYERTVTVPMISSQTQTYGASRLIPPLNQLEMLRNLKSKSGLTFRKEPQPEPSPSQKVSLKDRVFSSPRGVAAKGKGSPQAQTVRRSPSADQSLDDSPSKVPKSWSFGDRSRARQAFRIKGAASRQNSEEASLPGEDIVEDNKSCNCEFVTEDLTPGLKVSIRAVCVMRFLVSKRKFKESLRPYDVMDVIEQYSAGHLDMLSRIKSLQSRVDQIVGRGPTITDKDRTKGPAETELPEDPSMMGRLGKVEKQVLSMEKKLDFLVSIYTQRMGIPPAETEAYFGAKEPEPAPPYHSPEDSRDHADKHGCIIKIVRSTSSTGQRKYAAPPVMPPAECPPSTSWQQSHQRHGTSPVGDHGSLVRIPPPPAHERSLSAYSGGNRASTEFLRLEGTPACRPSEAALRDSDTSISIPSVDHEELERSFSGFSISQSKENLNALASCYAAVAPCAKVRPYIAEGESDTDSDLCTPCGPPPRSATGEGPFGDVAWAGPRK
# An asterisk follows results filed as active; i = inactive. Rows are unselected; 1.8% or so of the library scored in one or more.
# Values run as follows: Kir21 inh, KCNQ2 inh
Cc1cc(C)c(C)c(C(=O)CSc2nnc(-c3ccc4[nH]c(C)c(C)c4c3)o2)c1C
→ 1.1, i
CCc1cccc(C)c1NC(=S)N(CCCN1CCN(C)CC1)Cc1cccs1
→ 0.1, i
O=C1CCCC2=C1C(c1ccccn1)Nc1ccc(C(=O)c3ccccc3)cc1N2 (stereo unspecified)
→ 0.31, i
CCCc1nnc(SCc2ccc(C(=O)OC)o2)n1N
→ 0.26, i
CCN(Cc1ccccc1)S(=O)(=O)c1c(N)n(C)c(=O)n(C)c1=O
→ 1.1, i
CCNc1ccc(C(=O)OCC(=O)NCc2ccccc2Cl)cc1[N+](=O)[O-]
→ 0.01, i
COc1ccc(S(=O)(=O)N2CCN(c3ccccc3OC)CC2)cc1C(=O)N1CCCCC1
→ -0.67, i
C[C@H](NC(=O)c1ccccc1Cl)C(=O)NCc1cccs1
→ 1.3, i
Oc1ccc(Cl)cc1-c1cc(-c2ccccc2)n[nH]1
→ 1.6, i
N#Cc1sc2nc(-c3ccccc3)cc(-c3ccco3)c2c1N
→ -0.36, i

# One compound at a time, as listed above.
# CCCc1nnc(SCc2ccc(C(=O)OC)o2)n1N is entered as Kir21 inh = 0.26; KCNQ2 inh = i
# O=C1CCCC2=C1C(c1ccccn1)Nc1ccc(C(=O)c3ccccc3)cc1N2 (stereo unspecified) is entered as Kir21 inh = 0.31; KCNQ2 inh = i
# N#Cc1sc2nc(-c3ccccc3)cc(-c3ccco3)c2c1N is entered as Kir21 inh = -0.36; KCNQ2 inh = i

# Additional entries:
# Values run as follows: Kir21 inh, KCNQ2 inh
CCN1CCN(C(=O)c2cc3cc4ccc(OC)cc4nc3s2)CC1
→ 0.65, i
Cc1cc2c(c(=O)o1)C(c1cccs1)C(C#N)=C(N)O2 (stereo unspecified)
→ 1.2, i
COc1ccc(NC(=O)c2cccc3c2C(=O)N(CC2CCCO2)C3)cc1OC (stereo unspecified)
→ 0.18, i
COc1ccc(Oc2c(O)c3ccccc3n(C)c2=O)cc1
→ -0.74, i
COc1cccc(C2=NN(C(=O)c3ccco3)C(c3ccco3)C2)c1 (stereo unspecified)
→ 0.96, i
CC(=O)N/C(=C\c1ccccc1)C(=O)OC/C=C/c1ccccc1
→ 0.18, i
O=C(COc1ccc(-c2ccccc2)cc1)N1CCN(S(=O)(=O)Cc2ccccc2)CC1
→ 2.1, i
CC(C)NC(=O)CSc1nncn1-c1ccccc1
→ 0.2, i
Cn1ncc(N=Cc2ccccc2O)c1C(=O)Nc1ccccc1
→ 0.22, i
CCOC(=O)CNC(=O)CSc1nnc(-c2cccc(C)c2)n1-c1ccc(OC)cc1
→ -2, i
O=C(CCN1C(=O)c2ccccc2C1=O)C1=NN[C@@H]2C(=O)N(c3cccc(F)c3)C(=O)[C@H]12
→ -0.39, i
COc1ccc(C(CNC(=O)CSc2ccccc2F)N2CCOCC2)cc1 (stereo unspecified)
→ -1.9, i
COc1cc(C)c(S(=O)(=O)n2nnc3ccccc32)cc1C
→ 0.02, i
Cc1ccc(OCCCNCCO)c(Br)c1
→ 0.48, i
COc1ccc(/C(O)=C2\C(=O)C(=O)N(Cc3ccco3)C2c2cc(OC)ccc2OC)cc1 (stereo unspecified)
→ 1.1, i
CC(C)/C=C/C(=O)N1CCC(N2CCC(C(=O)N3CCOCC3)CC2)CC1
→ -0.36, i
CCC(=O)C1CCCN(C(=O)c2ccc3nc(-c4cccc(OC)c4)oc3c2)C1 (stereo unspecified)
→ -0.01, i
C=CCn1c(=O)c(C(=O)NCc2ccccc2)c(O)c2ccccc21
→ -1.4, i
Cc1cccc(OCc2nnc(SCC(=O)Nc3ccc(C)c(C)c3)o2)c1
→ 0.87, i
Cn1c(CC2Sc3ccccc3NC2=O)nnc1SCC(=O)c1ccc(Cl)cc1 (stereo unspecified)
→ -1.5, i
CCn1c(C)c(C)c2cc(C(=O)NCCCN3CCCC3)ccc21
→ -0.03, i
Cc1cc(C)c2nc(N(CCN(C)C)C(=O)c3ccc(S(=O)(=O)N(C)CC4CCCO4)cc3)sc2c1 (stereo unspecified)
→ 1.6, i
O=C(CSc1ncnc2c1oc1ccccc12)OCc1ccccc1
→ -1.8, i
CCn1nnc(NC(=O)c2cccnc2)n1
→ -0.43, i
Cc1csc(NC(C)c2nc3cc(Cl)c(Cl)cc3n2CCCO)n1 (stereo unspecified)
→ 2.1, i
CC1Nc2ccccc2C(=O)N1NC(=O)c1ccc(Br)cc1 (stereo unspecified)
→ 0.04, i
CCCCNC(=O)CSc1nc(O)cc(=O)n1C1CCCC1
→ -0.01, i
O=C(NC(=S)Nc1ccccc1)c1cncc(C#Cc2ccccc2)c1
→ -0.29, i
CC(C)(C)OC(=O)N1CCC[C@H]1C(=O)Nc1ccc(S(=O)(=O)C(F)F)cc1
→ 1.3, i
Cc1ccccc1Cn1nnc(-c2ccc(C(=O)O)cc2)n1
→ 0.02, i
Cc1ccccc1NC(=S)NC1CC2CCC(C1)N2Cc1ccco1 (stereo unspecified)
→ -2.2, i
Cn1c(SCC(=O)NCCc2ccccc2)nnc1-c1ccncc1
→ -0.28, i
CCC1C(=O)NCCN1C(=O)c1ccccc1OC1CCN(S(C)(=O)=O)CC1 (stereo unspecified)
→ 0.39, i
CCCCC1=CC2=CC(=O)C(C)(OC(=O)CC)C(=O)C2=CN1C1CCCCC1 (stereo unspecified)
→ -0.6, i
O=[N+]([O-])c1cc(-c2ccc(/C=N/c3nc4ccccn4c3-c3ccco3)o2)ccc1Cl
→ 1.4, i
CCN(Cc1cc2ccc(C)cc2[nH]c1=O)C(=O)c1cccnc1
→ 0.03, i
Cc1cccc(C)c1OCC(=O)N/N=C/c1ccc2c(c1)OCO2
→ 0.36, i
CC(C)c1ccc(C2C(C(=O)c3ccco3)=C(O)C(=O)N2CC2CCCO2)cc1 (stereo unspecified)
→ -1.2, i
Cc1nc2ccccc2c2oc(C(=O)NCCCN3CCC(C)CC3)cc12
→ -0.09, i
COc1cc(C(=O)Oc2ccccc2/C=N/NC(=O)c2ccc(Cl)cc2)cc(OC)c1OC
→ -0.01, i
CCOC(=O)N1CCC(c2cc(=O)n3[nH]c(-c4ccccc4)cc3n2)CC1
→ -0.12, i
CCC(=O)NC(Nc1cc(C)ccn1)(C(F)(F)F)C(F)(F)F
→ 0.75, i
O=C(Nc1ccc2nn(-c3ccc(F)cc3)nc2c1)c1cccnc1
→ 0.46, i
Cc1cccc2cc(CN(CC(C)C)S(=O)(=O)c3ccccc3)c(=O)[nH]c12
→ 0.12, i
Nc1ccc(N=Nc2ccccc2)c2cccnc12
→ 0.45, i
O=C1/C(=C/c2ccccc2)SC(=S)N1CCCC(=O)N1CCCCC1CCO (stereo unspecified)
→ 0, i
Cc1ccc(SC2CCN(C(=O)C3CCC(=O)N(C4CC4)C3)CC2)cc1 (stereo unspecified)
→ 0.26, i
O=[N+]([O-])c1ccc2nonc2c1Nc1ccccc1
→ 1, i
CC(C(=O)Nc1ccc(F)cc1Cl)N(C)CCOc1ccccc1 (stereo unspecified)
→ 0.17, i
Cc1oc2c(C)c3oc(=O)c4c(c3cc2c1C)CCCC4
→ -0.16, i

# Remaining list, next part
# Values run as follows: Kir21 inh, KCNQ2 inh
COC(=O)c1ccsc1NC(=O)CCS(=O)(=O)c1ccccc1
→ -2.9, i
COc1ccc(OC)c(C2=NOC(C(=O)Nc3cccnc3)C2)c1 (stereo unspecified)
→ -0.18, i
O=C(CNC(=O)c1ccc(Cl)cc1)Nc1ccc(S(=O)(=O)Nc2ncccn2)cc1
→ 1.4, i
Cc1ccc2[nH]c3c(N4CCCCCC4)ncnc3c2c1
→ -2, i
COC(=O)c1cc(Br)ccc1NC(=O)CCNC(=O)c1ccco1
→ -0.36, i
Cc1ccc(-c2nc3cc(N)ccc3o2)cc1Br
→ -0.86, i
O=S(=O)(NCc1cc(-c2ccccc2Cl)no1)c1ccccc1
→ 1.1, i
COC(=O)Cn1c(=NC(=O)C2CC2)sc2c(C)cc(C)cc21
→ 0.62, i
CCNC(=S)Nc1ccc2ncoc2c1
→ -0.56, i
COc1ccc(NC(=O)CN2CCN(c3ccc(Cl)cc3)CC2)c(OC)c1
→ 0.01, i
CCCCCn1c(=N)c(S(=O)(=O)c2ccc(Br)cc2)cc2c(=O)n3cccc(C)c3nc21
→ -1.5, i
NC(N)=NS(=O)(=O)c1ccc(NC(=S)NC(=O)/C=C/c2ccc(F)cc2)cc1
→ -2.8, i
Cc1noc(/C=C/N(C)C)c1S(=O)(=O)N(C)Cc1ccc(F)cc1
→ 0.69, i
CNC(=O)COC(=O)c1ccc2c(c1)S(=O)(=O)c1ccccc1C2=O
→ 0.67, i
O=C(CCNC(=O)c1ccc(Br)o1)NCc1ccc(Cl)cc1
→ 2, i
COc1cc(N2CCCC2)c(OC)cc1/C=C(/C#N)c1cccc(Br)c1
→ -1.1, i
O=C(CCl)N1N=C(c2ccco2)CC1c1ccco1 (stereo unspecified)
→ 0.1, i
Cc1ccc(NC(=O)CS(=O)CC(=O)N(CC(=O)NC2CCCC2)c2cccc(C)c2C)cc1 (stereo unspecified)
→ -2, i
COc1ccc(-n2[nH]c(C)cc2=O)cc1
→ 1.3, i
COc1cc(NC(=O)NCC2CCN(Cc3ccccc3Cl)CC2)cc(OC)c1OC
→ 0.95, i

# Fetched by structure from the entries so far, 2 records:
# Values run as follows: Kir21 inh, KCNQ2 inh
COc1cc(NC(=O)NCC2CCN(Cc3ccccc3Cl)CC2)cc(OC)c1OC
→ 0.95, i
COc1cc(N2CCCC2)c(OC)cc1/C=C(/C#N)c1cccc(Br)c1
→ -1.1, i

# (next part)
# Values run as follows: Kir21 inh, KCNQ2 inh
CC(C)OC(=O)/C(=C/c1cccnc1)NC(=O)c1ccccc1
→ -1.8, i
COc1cccc(OC)c1NC(=O)CN1CCC(NC(=O)c2cccc(F)c2)CC1
→ -0.07, i
O=C(COC(=O)C1CC(=O)N(Cc2ccccc2)C1)c1ccc(Br)cc1 (stereo unspecified)
→ 1.8, i
COc1ccc(C(=O)NNC(=O)Nc2ccc(Cl)cc2)cc1
→ -0.01, i
COc1ccc(S(=O)(=O)N2CCN(C3CCCCCCC3)CC2)cc1
→ 1.9, i
Cc1ccc(NC(=O)Cn2c(=O)cnc3ccccc32)cc1S(=O)(=O)N(C)C
→ -0.66, i
CCOCCCNC1=C(Cl)C(=O)c2ccccc2C1=O
→ 1.9, i
CC(C)(C)c1cc(NC(=O)CCl)n(-c2ccccc2)n1
→ 2.5, i
CN(CCCC(=O)O)S(=O)(=O)c1ccc2c(c1)C(=O)c1cc(S(=O)(=O)N(C)CCCC(=O)O)ccc1-2
→ -1.1, i
CCc1cccc2c(=O)c(C(=O)NCCN3CCOCC3)c[nH]c12
→ -0.03, i
O=S1(=O)CC(N2CCOCC2)c2ccccc21 (stereo unspecified)
→ -1.1, i
O=C(NCc1ccccn1)c1cc(Cl)ccc1OCc1ccccc1
→ 0.8, i
O=C(Nc1cccnc1)C1=NN(C2CCS(=O)(=O)C2)C(=O)CC1 (stereo unspecified)
→ -0.53, i
CCOC(=O)c1[nH]c2ccccc2c1NC(=O)c1nonc1C
→ 1.5, i
Cc1c(C)n(Cc2ccc(Cl)cc2)c2ccc(C(=O)NCCCN3CCOCC3)cc12
→ -1.4, i
Cc1sc2ccccc2[n+]1CC(=O)c1ccccc1
→ 0.44, i
COc1ccc(Cl)cc1CSc1n[nH]c(C)n1
→ 0.87, i
COc1ccc(OCC(=O)N/N=C/c2ccc(O[C@@H]3O[C@H](CO)[C@@H](O)[C@H](O)[C@H]3O)cc2)cc1
→ 0.71, i
Cc1ccc(-n2c(SCC(=O)N/N=C/c3ccccc3C(=O)O)nnc2-c2ccc(Cl)cc2)cc1
→ 1.6, i
O=C(COC(=O)c1cc(=O)[nH]c2ccccc12)NC1CCCC1
→ -0.5, i
CCCCCCCc1c(C)nc(N2CCOCC2)[nH]c1=O
→ -0.36, i
O=C(Cc1ccccc1)NCC(=O)N1CCCCC1
→ -0.46, i
Cc1cc(C)c2nc(NCc3ccccc3O)sc2c1
→ 0.34, i
COc1ccc2c(c1)C(c1ccc(C)o1)=NNC(c1ccccc1)=N2
→ 0.22, i
CN1CCN(c2oc(COc3ccc(-c4ccccc4)cc3)nc2C#N)CC1
→ 0.88, i
COc1ccc(NC(=O)COc2ccc(/C=N/O)cc2OC)cc1
→ -0.79, i
Cc1nn(C)c(C)c1/C=C/C(=O)c1ccc(Cl)cc1Cl
→ 0.62, i
CCS(=O)(=O)c1ccc(O)c(NC(=O)/C=C/c2ccc(Cl)cc2)c1
→ 0.2, i
CCC(=O)Nc1ccc(C(=O)NNC(=O)C2CCCCC2)cc1
→ -0.1, i
COc1ccc(C(=O)c2sc(Nc3ccccc3F)nc2N)cc1
→ -0.19, i
Cc1ccc(C)c(OCC(=O)Nc2ccc(S(=O)(=O)N3CCN(C)CC3)cc2)c1
→ 1.2, i
O=C(CCC1COc2ccccc2O1)NCC1COc2ccccc2O1 (stereo unspecified)
→ -2, i
Cc1ccc(C)c(NNC(N)=S)c1
→ -0.37, i
COc1cccc(-c2nc(CS(=O)(=O)CC(=O)NCC(C)c3ccccc3)c(C)o2)c1 (stereo unspecified)
→ -1.6, i
CCOCCn1c(=O)c2c(nc3n2CCN3c2ccc(CC)cc2)n(C)c1=O
→ -0.03, i
Cc1cc(C(=O)COC(=O)c2ccc[nH]c2=O)c(C)n1-c1ccccc1
→ 0.28, i
COc1ccc(C(=O)Nc2ccc3c4c(cccc24)CC3)cc1
→ -0.47, i
Cc1cc(C)n2cc(CSc3nnc(N)s3)nc2n1
→ 0.17, i
N#Cc1ccc(/C=C/C(=O)c2ccco2)cc1
→ 1.2, i
Cc1cc(NC(=O)CN2CCCCC2C)nc2c1c(=O)oc1ccccc12 (stereo unspecified)
→ 0.6, i
